# From PubChem
# GLS inhibitor: inhibitors of human glutaminase (GLS) | GLS enzymatic activity, qHTS titration | Potency, µM (titrated, usually from 45.5 µM), inactives show top-dose activity change, negative = inhibition, actives largely listed as inhibitors | O94925 | 410,000 compounds, 0.21% hits; note: % is set by controls: 0 for no effect and ±100 for the full control effect
# Target sequence (O94925 whole entry, looked up): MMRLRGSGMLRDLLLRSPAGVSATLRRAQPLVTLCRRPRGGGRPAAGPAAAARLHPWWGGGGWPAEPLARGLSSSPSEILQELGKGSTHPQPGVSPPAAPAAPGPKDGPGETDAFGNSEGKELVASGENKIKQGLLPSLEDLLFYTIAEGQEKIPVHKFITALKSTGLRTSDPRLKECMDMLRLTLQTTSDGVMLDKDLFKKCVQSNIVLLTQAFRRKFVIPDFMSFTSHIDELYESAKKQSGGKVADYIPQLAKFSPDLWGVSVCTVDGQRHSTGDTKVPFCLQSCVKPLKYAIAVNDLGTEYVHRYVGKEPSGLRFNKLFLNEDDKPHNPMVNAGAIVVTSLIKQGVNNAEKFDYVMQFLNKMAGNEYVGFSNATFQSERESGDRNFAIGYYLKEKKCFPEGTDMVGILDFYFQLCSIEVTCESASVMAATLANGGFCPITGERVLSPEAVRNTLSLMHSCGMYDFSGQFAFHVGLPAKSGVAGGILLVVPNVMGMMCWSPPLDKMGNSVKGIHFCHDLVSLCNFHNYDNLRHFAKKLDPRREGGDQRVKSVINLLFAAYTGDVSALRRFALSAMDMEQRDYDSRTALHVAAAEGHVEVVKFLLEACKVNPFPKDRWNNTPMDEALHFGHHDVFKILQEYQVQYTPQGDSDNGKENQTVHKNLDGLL
#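 hKGA; 45 mM KH2PO4 pH 8.2 + 0.02% Tween-20; cpd via pin tool; 1 mM Gln soln; GluOx/HRP/Amplex Red; RT 30 min; fluor. t0 & final.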
# JMJD2A Tudor: inhibitors of human JMJD2A Tudor domain | O75164 | AlphaScreen JMJD2A-Tudor / H3K4me3 peptide binding | Potency, µM (highest dose often 114 µM), inactives show top-dose activity change, negative = inhibition, usual class: inhibitors | 390,000 compounds, 4.4% hits; note: % is set by controls: 0 for no effect and ±100 for the full control effect; nearly all actives have a fitted effect of over 50% in size
# Pin1 inhibitor: human Pin1 inhibition; 390,000 compounds, 0.009% hits; Q13526; Pin1 FP peptide displacement, HiFluor488, 10 min; Potency, µM (highest dose often 115 µM), without a hit: at the highest dose activity, negative = inhibition, usual class: inhibitors; active = well fitted inhibition curve with a large enough effect in the polarisation, with a control signal flat, not every such curve was filed as active; inconclusive = small, poorly fitted or top-dose-only effect, or effect the other way, or a change in a side signal; inactive = no such curve, though single readings can be large or run the other way; the % refers to the polarisation; note: % is set by controls: 0 for no effect and ±100 for the full control effect
# Target sequence (Q13526 whole entry, looked up): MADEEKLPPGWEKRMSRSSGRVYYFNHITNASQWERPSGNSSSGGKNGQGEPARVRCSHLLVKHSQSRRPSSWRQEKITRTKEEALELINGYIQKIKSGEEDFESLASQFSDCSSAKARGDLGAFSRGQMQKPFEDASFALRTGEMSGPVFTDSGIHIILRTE
# PGK inhibitor: blocks T. brucei phosphoglycerate kinase | AID 602233 | P07378 | PGK/GAPDH coupled, Kinase-Glo luminescence, 60 min | Potency, µM (doses to about 57.5 µM), without a hit: top-dose activity change, negative = inhibition, hits mostly inhibitors | 380,000 compounds, 0.043% hits; note: % is set by controls: 0 for no effect and ±100 for the full control effect; nearly all actives have a fitted effect of over 60% in size
#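 Recombinant glycosomal PGK reaction used 1,3-bisphosphoglycerate generated in-well by GAPDH (100nM final) in 100mM TEA pH 7.6, 5mM MgCl2, 0.01% Tween-20. After 60 minutes at room temperature, ATP was read by Kinase-Glo Plus luminescence end-point.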
# HP1b chromo inh: HP1-beta chromodomain-methylated histone interaction inhibition | AID 540317 | 390,000 compounds, 0.56% hits | Potency, µM (top dose mostly 114 µM), inactives show top-dose activity change, negative = inhibition, hits mostly inhibitors | P83916 | AlphaScreen HP1-beta / biotin-H3K9me3 peptide binding; note: nearly all actives have a fitted effect of over 70% in size; inactives centre near 23
# Target sequence (P83916 whole entry, looked up): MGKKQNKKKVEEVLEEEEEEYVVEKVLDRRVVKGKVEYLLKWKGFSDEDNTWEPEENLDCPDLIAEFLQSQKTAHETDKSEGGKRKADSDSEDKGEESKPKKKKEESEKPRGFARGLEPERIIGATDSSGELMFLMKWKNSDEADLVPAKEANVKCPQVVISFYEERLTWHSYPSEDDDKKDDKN
#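 HP1-beta protein (50 nM final) preincubated 30 min at room temperature with biotinylated H3(1-18)K9me3 peptide (50 nM) in PBS pH 7.4, 0.01% Tween-20, then compound added for 30 min. AlphaScreen streptavidin donor/nickel chelate acceptor beads (10 ug/mL final), 30 min dark, luminescence read.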
# G9a block: G9a (human) methyltransferase inhibition; Q96KQ7; G9a H3K9 monomethylation, AlphaScreen, 2 h; Potency, µM (doses to about 102 µM), for inactives: top-dose activity, negative = inhibition, most hits filed as inhibitors; 350,000 compounds, 8.8% hits; AID 504332; note: % is set by controls: 0 for no effect and ±100 for the full control effect; nearly all actives have a fitted effect of over 75% in size
#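 G9a (20 nM) preincubated 15 min RT with compounds, then 500 nM biotinylated H3K9 peptide and 20 uM SAM added; 2 h RT reaction. Monomethyl-H3K9 product detected by AlphaScreen with anti-H3K9me1 antibody, streptavidin donor and anti-rabbit IgG acceptor beads.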
# BAZ2B inh: blocks human BAZ2B; 360,000 compounds, 4.4% hits; AID 504333; AlphaScreen BAZ2B-H3K14Ac peptide displacement; Potency, µM (highest dose often 114 µM), inactives show top-dose activity change, negative = inhibition, most hits filed as inhibitors; note: % is set by controls: 0 for no effect and ±100 for the full control effect; nearly all actives have a fitted effect of over 60% in size
#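 Protein-peptide AlphaScreen: BAZ2B 50 nM, b-H3K14Ac 50 nM, 1x PBS pH 7.4 + 0.01% Tween-20. Preincubation 30 min RT; cpd 30 min RT (top 110 uM); beads 20 min RT, light-protected.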
# BLM helicase inh: Bloom syndrome helicase (human) inhibition | recombinant BLM DNA unwinding, fluorescence dequenching | Potency, µM (doses to about 56.1 µM), for inactives: at the top dose activity change, negative = inhibition, most hits filed as inhibitors | 350,000 compounds, 0.2% hits | AID 2528;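 note: plate controls were vehicle for no effect and no enzyme for full effect; nearly all actives have a fitted effect of over 35% in size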
# Pol iota inh: blocks human DNA polymerase iota activity; Pol iota fluorescent replication assay, 10 min; Potency, µM (doses to about 115 µM), for the others: top-dose activity, negative = inhibition, usual class: inhibitors; 390,000 compounds, 1% hits; AID 588590
#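 Fluorescent replication assay read twice, at 0 min and 10 min after adding 50 nM (final) substrate. Enzyme (10 nM) and compounds were first incubated 15 min at room temperature; enzyme-free buffer wells were negative controls.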
# * = called active by the depositor; i = inactive; ? = inconclusive; . = not tested or not shown; [ ] = another dose, or the depositor's remark. Unless noted, calls come from the whole dose curve; as a rule, active = well fitted curve in the direction sought with a large enough effect; inconclusive = small, poorly fitted or top-dose-only effect, or another doubt; inactive = no such curve, though single readings can be large; an effect the other way counts as inactive or inconclusive. Potency is the fitted concentration of half-maximal effect. This is a subset, so the mix of outcomes need not match the whole.
SMILES,GLS inhibitor,JMJD2A Tudor,Pin1 inhibitor,PGK inhibitor,HP1b chromo inh,G9a block,BAZ2B inh,BLM helicase inh,Pol iota inh
C=C1CCC2C(C)(C)[C@@H](O)CC[C@@]2(C)[C@@H]1COc1ccc2ccc(=O)oc2c1 (stereo partly specified),-1%,-17%,?,.,15%,-10%,3%,-23%,?
O=C(CNC(=O)c1ccccc1F)OCCOc1cccc(Cl)c1,5%,-3%,0%,-13%,30%,?,8%,.,35%[activator]
Cc1cccc(C(=O)Nc2cccc(C(=O)N/N=C/c3ccccn3)c2)c1,3%,-24%,-3%,.,23%,?,4%,-6%,?
Cn1nccc1C(=O)Nc1cccc(S(=O)(=O)N2CCOCC2)c1,7%,-7%,-1%,4%,22%,.,-4%,1%,-6%
NC(=S)NC1CC2C=CC1C2 (stereo unspecified),-4%,-4%,2%,-1%,65%[activator],.,1%,-2%,39%
CCOC(=O)C(CC)Sc1nnc2c3cc(C)ccc3n(C)c2n1 (stereo unspecified),1%,-1%,-6%,-8%,75%[activator],35%[59 µM],9%,-1%,11%
Cc1cc(C)c(NC(=O)CN2C(=O)c3cccnc3Oc3ccc(Cl)cc32)c(C)c1,1%,-7%,19%,1%,33%,4%[59 µM],0%,-11%,-1%
CCN(CC)CCCNC(=O)C1CCN(C(=O)c2oc3cc4sc(N(C)C)nc4cc3c2C)CC1,14%,-12%,-10%,-9%,26%,10%,-3%,-14%,?
Cc1ccc(N2CN(S(=O)(=O)c3cccc([N+](=O)[O-])c3)c3nc4ccccc4nc32)cc1,1%,6%,-1%,4%,-5%,14%,-25%,-5%,8%
CCC(C(=O)N1CCc2ccccc2C1)n1nc(C)n2c(cc3occc32)c1=O (stereo unspecified),-4%,-15%,-4%,i,24%,22%[59 µM],3%,0%,-6%
CCC(C)N(C(=O)CSc1nc(C)c(C)c(C)c1C#N)C1CCS(=O)(=O)C1 (stereo unspecified),9%,-4%,3%,-15%,3%,-27%[12.7 µM],28%,.,-2%
CCCN1CCN(S(=O)(=O)c2ccc(-n3cnnn3)cc2)CC1,-5%,3%,?,-6%,23%,50µM*,-19%,1%,37%[activator]
COc1ccccc1CC(=O)Nc1ccc(Cl)cc1C(=O)O,3%,-6%[11.4 µM],2%,-7%,49%[activator],?,-36%,4%,39%[activator]
COc1ccc(NC(=O)COC(=O)CCSc2ccccc2)cc1OC,-7%,-12%,-2%,0%,41%[activator],.,.,.,-7%
CCOC(=O)CN1NC2(CCCCCCC2)NC1=S,?,28µM*,-3%,-9%,41%[activator],2.2µM*,-21%,4%,-20%[58.9 µM]

# As entered above:
# Cc1cc(C)c(NC(=O)CN2C(=O)c3cccnc3Oc3ccc(Cl)cc32)c(C)c1 in JMJD2A Tudor = -7%
# O=C(CNC(=O)c1ccccc1F)OCCOc1cccc(Cl)c1 in JMJD2A Tudor = -3%
# Cn1nccc1C(=O)Nc1cccc(S(=O)(=O)N2CCOCC2)c1 in JMJD2A Tudor = -7%
# CCN(CC)CCCNC(=O)C1CCN(C(=O)c2oc3cc4sc(N(C)C)nc4cc3c2C)CC1 in BLM helicase inh = -14%

# Continued.
SMILES,GLS inhibitor,JMJD2A Tudor,Pin1 inhibitor,PGK inhibitor,HP1b chromo inh,G9a block,BAZ2B inh,BLM helicase inh,Pol iota inh
O=C(Nc1ccc(OC(=O)c2ccccc2)c(-c2nc3ccccc3s2)c1)c1ccccc1,0%,14%,5%,3%,21%,11%,-3%[57.1 µM],-4%,3%
CCC(=O)Oc1ccc(-c2nc3ccccc3c(=O)o2)cc1,3%,-6%,-3%,-11%,11%,-9%[59 µM],-8%,-8%,17%
COc1ccc(OC)c(NC(=O)CN(Cc2ccc(Cl)cc2)S(C)(=O)=O)c1,0%,?,?,-3%,?,.,-38%,-8%,143%[activator]
COCCCn1c(SCc2cccc(Cl)c2)nc2c(sc3ccccc32)c1=O,-9%,3%,-1%,3%,52%[activator],5%[59 µM],1%,-1%,-9%
COc1ccccc1Nc1ccc(C(=O)NC2CCCCC2)cn1,-20%,6%,5%,-8%,0%,-2%[59 µM],6%,-3%,-8%
O=C(CN1c2ccccc2S(=O)(=O)c2ccccc21)NCc1ccccc1,13%,-11%,2%,2%,44%[activator],8%,-11%,-2%,-8%
CCOC(=O)c1c(CN(C)C)n(C)c2ccc(OC(C)=O)cc12,16%,3%,-10%,-3%,35%,-53%,-4%,5%,7%
C/C(=N\S(=O)(=O)c1ccc(C)cc1)N1CCCCC1,-5%,-2%,0%,-8%,43%[activator],17%,-14%,-1%,18%
CN(C)c1ccc(C(CNC(=O)c2cccs2)N(C)C)cc1 (stereo unspecified),13%,-22%,-3%,3%,13%,11%[12.7 µM],-10%,-3%,-20%
C/C(=N\Nc1nnc(C)c(=O)[nH]1)C(=O)O,10%,?,-9%,-6%,37%,45%[2.33 µM],13µM*,1%,?
CCC(CC)COC(=O)C1=C(C)NC(=O)NC1c1ccc(N(C)C)cc1 (stereo unspecified),4%,?,64%[activator],i,-10%,16µM*,?,-2%,-12%
Cc1cccc(OCc2nnc(SCC(=O)Nc3ccc(C)c(C)c3)o2)c1,-1%,-2%,-7%,.,16%,-3%[59 µM],-4%,-7%,0%
CCCOC(=O)c1ccc(Oc2coc3c(CN(CC)CC)c(O)ccc3c2=O)cc1,-9%,-7%,-4%,0%,22%,14%,6%,0%,68%[activator]
CCOc1ccc(-n2ccc(=O)c(C(=O)Nc3ccc(S(=O)(=O)N4CCOCC4)cc3)n2)cc1,-4%,2%,-1%,4%,39%[activator],-6%,-12%[57.1 µM],-1%,35%[activator]
O=C(CSC(=S)N1CCCC1)Nc1ncc(Cl)cc1Cl,2%,-12%,2%,-1%,19%,-5%,-9%,.,11%
COc1cccc(C2NC(=O)CCC2[N+](=O)[O-])c1OC (stereo unspecified),-6%,-1%,-2%,-3%,20%,-3%,-2%,0%,5%
O=C(O)c1cc(Cl)ccc1-c1ccc(/C=C/c2cc(C(F)(F)F)[nH]c(=O)n2)o1,13%,-12%,?,-6%,-3%,?,-25%,5%,?
COc1ccccc1CCc1nnc(CCC(=O)NC(C)Cc2cccs2)o1 (stereo unspecified),7%,-9%,-6%,-2%,15%,-2%[12.7 µM],-3%,-3%,64%[activator]
O=C(NCC(c1cccnc1)N1CCc2ccccc2C1)C(=O)Nc1ccccc1 (stereo unspecified),3%,?,-5%,-8%,-20%,?,?,-1%,8%
OC(COC(c1ccccc1)c1ccccc1)CN1CCN(c2cccc(Cl)c2)CC1 (stereo unspecified),9%,-28%,?,-1%,30%,-23%,-13%,-10%,33%[activator]
Cc1ccc(N/C=C/c2onc(C)c2[N+](=O)[O-])cc1,14%,-3%,13%,-12%,37%,1%[59 µM],-8%,-3%,4%
COc1ccc(NS(=O)(=O)c2ccc(NC(=O)CCNS(=O)(=O)c3ccc(C)cc3)cc2)cc1,7%,-25%,-2%,-3%,-2%,-3%,-10%,-3%,-1%
NS(=O)(=O)c1ccc(CCNC(=O)Cn2c(=O)c3cccn3c3ccc(F)cc32)cc1,-9%,-14%,19%,-5%,16%,-26%[59 µM],-3%,-4%,-8%
O=C(NCc1nc2ccccc2[nH]1)c1ccc([N+](=O)[O-])cc1,2%,-6%,-5%,-3%,41%[activator],12%[59 µM],0%,-4%,13%
COc1ccc(C(CC(=O)O)N2Cc3ccccc3C2=O)cc1 (stereo unspecified),11%,1%,-15%,-4%,34%,-11%,-4%,-2%,-15%
CCOc1nc(NC(=O)NS(=O)(=O)Oc2ccccc2)nc(-c2ccccc2)n1,12%,-16%,0%,-4%,8%,-7%[59 µM],-10%,2%,?
CN(C)CCN(Cc1ccccc1)S(=O)(=O)c1ccc2c(c1)n(C)c(=O)c(=O)n2C,3%,-9%,-2%,3%,10%,-2%,-6%,-2%,9%
COc1cc(Cl)c(C)cc1NC(=O)CCc1c(C)nc2c3cccnc3nn2c1C,-2%,13%,1%,-2%,60%[activator],8%[59 µM],-3%,0%,29%
CCN(CCn1cccn1)C(=O)c1cc(COc2ccc(F)cc2Cl)on1,-11%,1%,-2%,-3%,24%,.,-2%,-2%,63%[activator]
O=C(COC(=O)c1cc(=O)[nH]c2ccccc12)Nc1cccc(S(=O)(=O)N2CCOCC2)c1,0%,-16%,2%,0%,18%,?,-30%,-4%,13%
CC(C)c1ccc(NC(=O)Cc2ccc(NC3=NC4CS(=O)(=O)CC4S3)cc2)cc1 (stereo unspecified),1%,-21%,-2%,-6%,35%,-8%,-4%,-2%,13%
Cc1cccc(C(=O)NCC(=O)OCc2nnc(-c3ccccc3)o2)c1,-1%,-11%,6%,i,39%[activator],7%[0.501 µM],6%,.,14%
CCOc1ccc(Nc2oc(-c3cccc(Cl)c3)nc2C#N)cc1,9%,-30%,1%,0%,1%,16%,-7%,-4%,16%
Clc1cccc(Cl)c1COn1nnc2ccccc21,5%,26%,1%,-10%,49%[activator],-2%,28%,0%,-2%[58.9 µM]
Fc1ccc(C2=NN(c3ccccc3)C(c3ccco3)C2)cc1 (stereo unspecified),-7%,218%[activator],7%,0%,336%[activator],472%[activator],179%[activator],-9%,-14%
COCCCNC(=O)c1sc2ncnc(N3CCc4ccccc4C3)c2c1C,5%,-8%,0%,-1%,11%,?,31%[activator],-9%,-1%[58.9 µM]
CC(=O)N1CCN(c2ccc(NC(=O)c3ccco3)cc2Cl)CC1,0%,-12%,0%,2%,15%,14%,-11%,-1%,11%
COCCn1c(C)cc(C(=O)CSc2cc(C)c3ccc(OC)cc3n2)c1C,0%,?,?,i,-9%,71µM*,-37%,0%,-1%

# Quoted at random: two records from the list.
SMILES,GLS inhibitor,JMJD2A Tudor,Pin1 inhibitor,PGK inhibitor,HP1b chromo inh,G9a block,BAZ2B inh,BLM helicase inh,Pol iota inh
CC(=O)N1CCN(c2ccc(NC(=O)c3ccco3)cc2Cl)CC1,0%,-12%,0%,2%,15%,14%,-11%,-1%,11%
COCCCNC(=O)c1sc2ncnc(N3CCc4ccccc4C3)c2c1C,5%,-8%,0%,-1%,11%,?,31%[activator],-9%,-1%[58.9 µM]
